Source: PubChem (Fisher Drug Discovery Resource Center)
mcGAS lum = blocks mouse cGAS activity. Q8C6L5. recombinant cGAS, Kinase-Glo ATP depletion luminescence. inhibition, % at 12.5 µM. actives 0.15% (n = 160,000). AID 1259399;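 further: 0% = negative control wells and 100% = reference inhibitor with no enzyme activity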
NPYLR7 agonist = activates Aedes aegypti NPYLR7 receptor; HEK293T NPYLR7/Galpha15, GCaMP6s calcium fluorescence; activation, % at 10 µM; actives 0.15% (n = 270,000); AID 1259423; in the data active means activation above about 40%;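 further: 0% = vehicle and 100% = reference agonist at the receptor; some compounds past the cut are filed as inactive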
hcGAS inh = human cGAS inhibition; Q8N884; recombinant h-cGAS, ATP depletion, Kinase-Glo luminescence; inhibition, % at 12.5 µM; actives 0.081% (n = 290,000); AID 1259398;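 further: 0% = vehicle reaction and 100% = reaction without DNA for no activity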
Target sequence (Q8N884 whole entry, looked up): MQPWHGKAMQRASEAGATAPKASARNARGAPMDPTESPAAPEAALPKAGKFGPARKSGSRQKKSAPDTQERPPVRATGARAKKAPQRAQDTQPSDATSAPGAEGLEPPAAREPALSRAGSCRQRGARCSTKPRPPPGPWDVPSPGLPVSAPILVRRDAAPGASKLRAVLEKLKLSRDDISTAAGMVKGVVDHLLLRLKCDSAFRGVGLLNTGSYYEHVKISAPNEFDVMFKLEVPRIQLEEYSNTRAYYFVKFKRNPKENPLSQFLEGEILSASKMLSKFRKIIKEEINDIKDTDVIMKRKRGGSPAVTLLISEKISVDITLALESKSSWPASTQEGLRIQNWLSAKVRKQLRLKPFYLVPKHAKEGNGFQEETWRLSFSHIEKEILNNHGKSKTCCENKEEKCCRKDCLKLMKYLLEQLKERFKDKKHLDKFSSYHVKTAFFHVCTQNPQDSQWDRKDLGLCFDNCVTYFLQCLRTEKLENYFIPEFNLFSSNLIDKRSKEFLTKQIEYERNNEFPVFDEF
An asterisk follows results filed as active; x = no result given; & = joins results of further samples. Unless noted, no stated cut-off is given here; in the data, active means inhibition above about 40%; inactive means the rest.

Each structure is followed by: mcGAS lum | NPYLR7 agonist | hcGAS inh
O=c1[nH]c(CSc2cccc[n+]2[O-])nc2sc3c(c12)CCC3
→ x | 1 | -6
Cc1cc(C)c2sc(N(CCN(C)C)C(=O)CCCS(=O)(=O)c3ccc(F)cc3)nc2c1
→ -7 | 8 | -5
COc1ccc(-n2nc(C(=O)NC(C)c3ccccc3)c(=O)n(Cc3cccc(Cl)c3)c2=O)cc1 (stereo not given)
→ -5 | 17 | -3
CCC(c1nc2ccccc2c(=O)n1-c1ccc(Br)cc1)N(CCc1ccccc1)C(=O)Nc1cccc(OC)c1 (stereo not given)
→ -6 | 1 | -9
Cn1c(CN2CCN(CC#N)CC2)c(C#N)c2ccccc21
→ -2 | 2 | 0
Cc1cc(C(F)(F)F)nc(CCn2ccnc2-c2ccc(-n3ccnc3)cc2)n1
→ -11 | 0 | -6
Cc1cc(Cn2cnc3scc(-c4ccc(C)s4)c3c2=O)no1
→ -4 | 1 | -2
CN(C)CCCN1C(=O)C(O)=C(C(=O)c2cccs2)C1c1ccc(Cl)cc1 (stereo not given)
→ -6 | 5 | -4
Cc1oc(-c2cc3c(cc2Cl)OCO3)nc1CN(C)Cc1ccc(C(F)(F)F)cc1
→ x | 3&2 | 5&-7
Cc1cccc(C(=O)N2CCC3(CCCN(CCCc4ccccc4)C3=O)C2)n1 (stereo not given)
→ x | 5 | -6
C(#Cc1ccc(C#CCN2CCCC2)cc1)CN1CCCC1
→ x | 1 | 2
CN(C)CCNC(=O)c1coc(CN(Cc2ccc3c(c2)OCO3)Cc2ccc(F)cc2F)n1
→ -4 | 11 | -4
O=C(CSc1ccc(-c2ccc(-n3cccn3)cc2)nn1)NCC1CCCO1 (stereo not given)
→ -6 | -2 | -8
O=C(c1csc(-c2cccs2)n1)N1CCCC(Nc2ccccc2)C1 (stereo not given)
→ x | 1 | -5
COC(=O)c1cc2n(n1)CCCN(C(=O)c1c(C)[nH]c(C(C)=O)c1C)C2
→ x | -10 | -4
Cc1cc(N2CCOCC2)n2nc(C(F)(F)F)c(-c3ccccc3)c2n1
→ -8 | 5 | -5
Cc1ccc(-c2cnn3c(NCCOCCO)cc(C)nc23)cc1
→ -9 | 5 | -10
CCOc1ccc(OCCNC(=O)CN2CCOCC2)cc1
→ -15 | 19 | -11
Cc1ccccc1NC(=O)NCCNc1nc(-c2cccs2)nc2cc(Cl)ccc12
→ -4 | 13 | -1
CCc1ccc(S(=O)(=O)NCc2nnnn2-c2ccccc2)s1
→ -8 | 1 | -8
CCOc1ccc(C(C2Sc3nc(C)nn3C2=O)N2CCC3(CC2)OCCO3)cc1OC (stereo not given)
→ -7 | -2 | -8
Cc1ccc(NC(=O)CSc2nc(=O)n(Cc3ccncc3)c3c2CCCC3)cc1F
→ -10 | -1 | -7
CCCc1ncncc1C(=O)N1CCN(C)C(C(=O)O)C1 (stereo not given)
→ x | 23 | -7
CCCC(C)(C)NC(=O)C(C)n1c(-c2cccs2)n[nH]c1=S (stereo not given)
→ x | 7 | -7
COc1ccc(-c2ccc(OCCNS(=O)(=O)c3cc(C)c(OC)cc3C)nn2)cc1
→ -6 | -8 | -3
Cc1cn(Cc2cccc(C(=O)N3CCOCC3)c2)c(=NC(=O)c2ccco2)s1
→ x | 1 | 8
CC(C)Oc1c(Cl)cccc1NC(=O)C1CC1c1cccnc1 (stereo not given)
→ -1 | -4 | 1
Cn1ncc2c(Nc3ccc(Cl)cc3)nc(NCCN3CCOCC3)nc21
→ -7 | 8 | -3
CSc1nsc(SCc2csc(Cc3ccc(C)cc3)n2)n1
→ -6 | 25 | -6
Cc1c2c(n(Cc3cccc(F)c3)c1C(=O)Nc1cccc(F)c1)CCCC2
→ -5 | 21 | -1
CC(=O)NCCNC(=O)c1nnc2n1CCN(C(=O)c1cc(C)on1)C2
→ x | 7 | -7
CCCCN(Cc1cccn1Cc1ccc(Br)cc1)C(=O)CN(CCC)S(=O)(=O)c1cc(Cl)ccc1Cl
→ -4 | x | -5
CCn1ccnc1CN1CCCC(CCC(=O)NCc2ccc(OC)cc2OC)C1 (stereo not given)
→ x | 6 | 0
CCOC(=O)N1CCN(C2CCCN(C(=O)Cn3cnnn3)C2)CC1 (stereo not given)
→ x | 0 | -9
CC(C)(C)OC(=O)N1CCCCC1C(=O)NC1CCS(=O)(=O)C1 (stereo not given)
→ x | 2 | 1
COc1cc(NC(=O)N(C)Cc2ccccc2Cl)cc(OC)c1
→ x | -2 | 5
Cc1noc(C)c1CN1CCN(C(=O)NC(C)c2ccc(F)cc2)CC1 (stereo not given)
→ x | 1 | -10
CCC1CN(C(=O)CN(Cc2cscn2)c2ccccc2)CCO1 (stereo not given)
→ x | -9 | -5
CCOC(=O)Cc1ccc(Br)c(F)c1
→ x | 3 | -7
CCCN(CC1CC1)C(=O)CSc1n[nH]c(=O)n1CC
→ -7 | -2 | -11
CC(Cn1ccnc1)NC(=O)Cc1ccc(Br)s1 (stereo not given)
→ x | -18 | -6
CC(NC(=O)c1cc(C2CC2)on1)c1cc(Cl)ccc1Cl (stereo not given)
→ x | 2 | -7
COc1ccc(C(=O)N2CCC(n3c(=O)oc4ccc(F)cc43)CC2)cc1OC
→ -8 | 22 | -5
O=C1CC(C(F)(F)F)N(C(=O)COc2cccc(Br)c2)CCN1 (stereo not given)
→ x | -3 | -6
CN(Cc1cc(C(C)(C)C)n[nH]1)C1CCCNC1 (stereo not given)
→ x | 8 | -9
CCC(CC)C(=O)NCCNc1ccc(Nc2cccc(C)n2)nn1
→ x | 12 | -9
CN(CCO)CC(=O)NC1C2CC3CC(C2)CC1C3 (stereo not given)
→ x | 4 | -3
Cn1cc(C(=O)NC2CCN(C3CCN(c4ccccc4F)C3=O)CC2)cn1 (stereo not given)
→ -17 | 2 | -7
Cc1cc(Cn2cnc3sccc3c2=O)no1
→ -7 | 11 | -4
COCc1nc(-c2ccccc2)nc(N2CCN(C(=O)c3cccs3)CC2)c1Cc1ccccc1F
→ -7 | 30 | -1
CC1CCCCN1C(C)CNC(=O)NCCCn1cncn1 (stereo not given)
→ x | 6 | -5
CC(=O)Nc1c(I)c(C(=O)N[C@H]2C(O)O[C@H](CO)[C@@H](O)[C@@H]2O)c(I)c(N(C)C(C)=O)c1I (stereo not given in full)
→ x | -3 | -5
CCOCCCN(CC(=O)N(Cc1ccccc1)Cc1sccc1C)C(=O)COc1ccc(Cl)cc1
→ -3 | -4 | -1
COc1cccc(Cn2ccnc2CN(CC2CCCO2)S(=O)(=O)c2ccc(C)cc2)c1 (stereo not given)
→ -4 | 10 | -5
Cc1cnccc1CN(C)C(=O)C1(c2cccs2)CC1(C)C (stereo not given)
→ x | 2 | -8
O=C(CN1CCNCC1)N1CCCCC1
→ x | 3 | -8
Nc1ccc2oc(-c3cccc(I)c3)nc2c1
→ -4 | -1 | -8
Cc1cc(NC(=O)C2Cc3ccccc3O2)ccc1-n1cnnn1 (stereo not given)
→ x | 7 | -8
O=C(c1ccc2nccnc2c1)N1CCCC(N2CCc3ccccc3C2)C1 (stereo not given)
→ x | 13 | -12
COCCn1cc(NC(=O)NCc2ccc(C)cc2)c2ccccc21
→ x | 14 | -11

Copied from the results shown, four compounds:
Each structure is followed by: mcGAS lum | NPYLR7 agonist | hcGAS inh
O=c1[nH]c(CSc2cccc[n+]2[O-])nc2sc3c(c12)CCC3
→ x | 1 | -6
Cc1cc(C)c2sc(N(CCN(C)C)C(=O)CCCS(=O)(=O)c3ccc(F)cc3)nc2c1
→ -7 | 8 | -5
COc1ccc(-n2nc(C(=O)NC(C)c3ccccc3)c(=O)n(Cc3cccc(Cl)c3)c2=O)cc1 (stereo not given)
→ -5 | 17 | -3
CCC(c1nc2ccccc2c(=O)n1-c1ccc(Br)cc1)N(CCc1ccccc1)C(=O)Nc1cccc(OC)c1 (stereo not given)
→ -6 | 1 | -9

Reprinted at random: two entries already listed.
Each structure is followed by: mcGAS lum | NPYLR7 agonist | hcGAS inh
COc1ccc(C(=O)N2CCC(n3c(=O)oc4ccc(F)cc43)CC2)cc1OC
→ -8 | 22 | -5
O=C(CN1CCNCC1)N1CCCCC1
→ x | 3 | -8

(continued)
Each structure is followed by: mcGAS lum | NPYLR7 agonist | hcGAS inh
O=C(NCCCn1ncccc1=O)c1cccc(C(F)(F)F)c1
→ -3 | -8 | -2
Cc1nc(C)c(-c2ccc(SCC(=O)NCc3ccccc3)nn2)s1
→ -5 | 25 | -1
CCN(CC)Cc1cnc2c(C(=O)N3CCCC3c3nc(C)no3)cnn2c1 (stereo not given)
→ x | 19 | -4
COCCOC(=O)C1=C(C)N(C)C(=S)NC1c1cccc(NC(=O)c2ccc(OC)cc2)c1 (stereo not given)
→ -7 | x | -6
COc1cc(C(=O)OCc2ccccc2F)cc(OC)c1Br
→ x | -8 | -6
CCCCCCNC(=O)/C(C#N)=C1\N=C(NC(=O)c2ccccc2)c2ccccc21
→ x | 7 | -10
Cc1ccc(CN2CCN(Cc3cccc4ncccc34)CC2=O)cc1
→ -10 | 27 | -6
NS(=O)(=O)c1ccc(CCNC(=O)C(=O)NCC2OCCN2C(=O)c2cccs2)cc1 (stereo not given)
→ x | -7 | -4
Cc1nnc(CSc2nnc(-c3ccccc3)n2C)o1
→ x | 20 | -13
COc1ccc(-n2nc(C(=O)c3ccco3)cc(NC(C)=O)c2=O)cc1
→ x | 3 | 0
N#Cc1ccc(C(=O)N2CCN(Cc3ccncc3)CC2)cc1
→ x | 11 | -4
CCCc1cc(NC)n2nc(C)c(-c3ccccc3)c2n1
→ -8 | 3 | -10
COCc1c(Br)c(C)nc(OCC(=O)N/N=C\c2ccc(O)cc2O)c1C#N
→ -7 | -8 | -7
CS(=O)(=O)N1CCC(NC(=O)CC2C(=O)NCCN2Cc2ccccc2)CC1 (stereo not given)
→ -17 | -2 | -5
CCCCc1ccc(C2C3CCCC=C3C(C#N)C(=N)C2(C#N)C#N)s1 (stereo not given)
→ -3 | 14 | -6
CC(c1cccc(O)c1)N(C)Cc1nnc(-c2cccc(C#N)c2)o1 (stereo not given)
→ x | 1 | 5
CC(C)C(C)NC(=O)c1ccc(Br)c(S(C)(=O)=O)c1 (stereo not given)
→ x | 1&2 | -5&-9
CC(=O)N1CCN(c2ccc(OC[C@H]3CO[C@](Cn4ccnc4)(c4ccc(Cl)cc4Cl)O3)cc2)CC1
→ -3 | -14&-3&4 | 0&-6&-7
Cc1csc(SCc2cc(=O)c(OC(=O)Cc3ccc(Cl)cc3)co2)n1
→ 18 | 14 | -6
COc1ccc2oc(=O)c(-c3csc(Nc4ccc(Cl)cc4Cl)n3)cc2c1
→ x | -3 | -1
CCOC(=O)Cc1c(C)nc2ncnn2c1N1CCN(C(=O)NCCc2ccc3c(c2)OCO3)CC1
→ -6 | x | -3
CSc1ccccc1C(=O)Nc1cc(C2CC2)nn1-c1nc(C)cc(=O)[nH]1
→ x | 5 | 1
Cc1ccc(Cl)c(Oc2cc(N3CCN(C(=O)c4cccc([N+](=O)[O-])c4)C(C)C3)ncn2)c1 (stereo not given)
→ -6 | 15 | -5
CC(C)C(C(=O)O)N1C(=O)C2C3C=CC(C3)C2C1=O (stereo not given)
→ -6 | -1 | -4
CC(OC(=O)CCC(=O)N1CCC(c2ccccc2)=N1)C(=O)Nc1ccc2[nH]c(=O)[nH]c2c1 (stereo not given)
→ x | 4 | -9
COc1cccc(Oc2cc(C(F)(F)F)nc(SCc3cccc(Cl)c3)n2)c1
→ x | 2 | 2
CCCCN(C=O)c1c(CC)nc2ccc(C(=O)N(C)Cc3ccccc3)cn12
→ -2 | 5 | -5
Cc1cn2c3c(=O)n(CCN4CCOCC4)c(=O)n(C)c3nc2n1-c1ccccc1Cl
→ x | 3 | -5
CS(=O)(=O)c1ccccc1S(=O)(=O)N1CCC(c2cn(Cc3cccc(F)c3)c3ccccc23)CC1
→ -6 | 2 | -4
COC(=O)CCCCC(=O)NC1CC2CCC(C1)N2Cc1ccc2c(c1)OCO2 (stereo not given)
→ -4 | -2 | -2
O=C(NC(c1nccs1)C1CC1)c1ccc2nc(C(F)F)[nH]c2c1 (stereo not given)
→ -15 | 2 | -7
CCCCn1cnc2c1c(=O)[nH]c(=O)n2CCCC
→ -5 | -1 | -2
FC(F)(F)c1nc(N2CCCCC2)nc2c1CCCCC2
→ x | 3 | -4
CCCOC(=O)N1CCCn2nc(-c3nc4ccc(OC)cc4[nH]3)cc2C1
→ x | -20 | -3
CCOC(=O)CSc1nc(-c2cc3c(cc2Cl)OCO3)[nH]c1-c1ccccc1
→ x | 3 | -11
CN(C)c1nc2c(c(=O)[nH]1)CCN(C(=O)CCC(F)(F)F)C2
→ -14 | 2 | -4
Cc1ccccc1C1c2ccsc2CCN1C(=O)CN(CC1CCCO1)C(=O)C1C[C@H]1c1ccccc1 (stereo not given in full)
→ -6 | 20 | -1
Cc1ccc(CN(C)C(=O)Cn2nnnc2C)o1
→ x | 25 | -8
COc1ccc(-c2cc(NC=O)c3ncc(-c4ccc(C(C)=O)cc4)n3c2)cn1
→ -8 | -1 | -3
O=C(OCc1nc(-c2cccnc2)no1)c1cc(Br)c[nH]1
→ x | 1 | -13
COc1ccc(CN(C(=O)c2cccc(F)c2)C2CC2)cc1OCc1nc(CO)cs1
→ -4 | 12 | -5
C=CCn1cc(C(=O)NCCc2ccccc2OC)c2nn(-c3ccccc3)c(=O)c-2c1
→ -10 | 6 | -4
CCCCCc1ccc(C(=O)N2CCc3c([nH]c4ccc(OC)cc34)C2COCc2ccccc2)cc1 (stereo not given)
→ -5 | 2 | -10

One compound at a time, from the list above. Screens in order: mcGAS lum, NPYLR7 agonist, hcGAS inh
Listed for COc1ccc(CN(C(=O)c2cccc(F)c2)C2CC2)cc1OCc1nc(CO)cs1 : -4, 12, -5
Listed for CCCCn1cnc2c1c(=O)[nH]c(=O)n2CCCC : -5, -1, -2
